Screening data: PubChem BioAssay, The Scripps Research Institute Molecular Screening Center
TbREL1 inh – TbREL1 inhibition, primary screen; P86926; TbREL1 RNA ligation, FRET fluorescence; inhibition, % at 9.66 µM; 0.49% of 89,000 active; AID 1117264;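 active means inhibition above the mean inhibition across all screened compounds plus 3 SD, cut at about 11% in these data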;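 further: 0% = plate median of test wells and 100% = NSC42067 control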
Target sequence (P86926 whole entry, looked up): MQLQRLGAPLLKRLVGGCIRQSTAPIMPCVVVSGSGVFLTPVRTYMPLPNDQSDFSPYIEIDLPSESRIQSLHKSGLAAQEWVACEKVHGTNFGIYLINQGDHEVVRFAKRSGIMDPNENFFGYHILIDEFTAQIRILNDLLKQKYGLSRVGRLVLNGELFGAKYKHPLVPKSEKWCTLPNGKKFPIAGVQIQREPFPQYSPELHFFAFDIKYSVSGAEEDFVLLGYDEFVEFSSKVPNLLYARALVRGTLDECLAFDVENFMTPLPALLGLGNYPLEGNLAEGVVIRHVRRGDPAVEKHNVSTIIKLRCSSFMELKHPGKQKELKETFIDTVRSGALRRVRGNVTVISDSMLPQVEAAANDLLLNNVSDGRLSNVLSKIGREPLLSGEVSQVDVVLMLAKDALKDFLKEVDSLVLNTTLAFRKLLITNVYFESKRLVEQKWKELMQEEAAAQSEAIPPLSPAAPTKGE
An asterisk follows results filed as active.

SMILES	TbREL1 inh
CN(Cc1ccccc1F)C(=O)COc1ccc(C(=O)c2ccccc2)cc1	-1
N#Cc1ccc(S(=O)(=O)N2CCN(CC(=O)NCC3(N4CCOCC4)CCCCC3)CC2)cc1	-5
COC(=O)C(C)Sc1nnc(Cc2cc(=O)[nH]c(=O)[nH]2)n1-c1cc(C)ccc1C (stereo unspecified)	-3
O=C(NC(=S)Nn1cnnc1)c1ccccc1Br	-2
CCOc1ccc(C(C)=O)cc1CN1C(=O)C(=O)N(CC)C1=O	-1
CCC1=NN2C(=N)/C(=C/c3cc(C)n(Cc4ccccc4)c3C)C(=O)N=C2S1	-5
Cc1nc(C)c(C(=O)OCC(=O)N2CCN(c3ccccc3)CC2)s1	7
COc1cccc(NC(=O)C2C3C=CC(O3)C2C(=O)O)c1 (stereo unspecified)	-4
Cc1ccc([N+](=O)[O-])cc1S(=O)(=O)Nc1ccc(C(=O)N(C)C)cc1	0
C[C@H](NC(=O)c1nc[nH]c1C(=O)NCC(=O)OC(C)(C)C)C(=O)OCc1ccccc1	-2
CC(=O)c1nn(-c2cccc(Br)c2)cc1C(=O)c1ccccc1	-2
CCN(Cc1ccc2c(c1)OCO2)C(=O)/C=C/c1cccc(Br)c1	-1
C=C(C)C(=O)N1CC2(CC(c3cccc(NC(=O)c4ccccc4)c3)=NO2)C[C@@H]1C(N)=O (stereo partly specified)	3
COCCOC(=O)c1c(C)oc2ccc(OC(=O)c3cccs3)cc12	-2
CCN(C(=O)CN1CCN(C)CC1)c1c(N)n(Cc2ccccc2)c(=O)[nH]c1=O	2
O=C(NNc1ccc([N+](=O)[O-])cc1)C1CC2CCCC(C1)C2=O (stereo unspecified)	6
CN1CCN(CCP(=O)(c2ccccc2)c2ccccc2)CC1	0
COc1ccc(CN2CCN(Cc3ccc(CO)o3)CC2CCO)cc1C (stereo unspecified)	-3
CCOc1ccc(-n2c(-c3ccc(Br)cc3)c[n+]3c2CCCCC3)cc1	2
COc1cc(/C=C/C(=O)OCC(=O)NC(=O)C2COc3ccccc3O2)ccc1OC(F)F (stereo unspecified)	-2
NC(=O)C1CCN(C(=O)CN(c2cccc(Cl)c2)S(=O)(=O)c2ccccc2)CC1	-3
COc1ccccc1N1CCN(/N=C/C=C/c2ccccc2[N+](=O)[O-])CC1	-5
Clc1ccccc1Cn1ccc2ccc(-c3ccc4ccn(Cc5ccccc5Cl)c4c3)cc21	2
O=S(=O)(c1ccc(N2CCCC2c2nc3ccccc3s2)nc1)N1CCOCC1 (stereo unspecified)	7
COc1ccc(C2/C=C\CN(Cc3ccc(N(C)C)cc3)CC(=O)N2Cc2ccc(F)cc2)cc1 (stereo unspecified)	-4
O=C(Nc1ccc(S(=O)(=O)N2CCCC2)cc1)c1ccc(Cl)nc1	0
CCC(=O)Nc1c(OC(=O)CC)ccc2c(C)cc(=O)oc12	3
CCOc1ccc(NC(=O)C2CC(=O)N3CCCN=C3S2)cc1 (stereo unspecified)	-4
O=C(CN1CCN(c2nc(-c3ccccc3)cs2)CC1)Nc1ccc(Cl)c(Cl)c1	0
O=C(CCNC(=O)c1ccccc1Cl)NCCCSc1ccccc1	1
C=CC[C@H](CC(=O)N(CCO)Cc1ccccc1)C(=O)NCCOC(=O)[C@@H](CC=C)Cc1ccc(F)cc1	-3
COc1ccc(CNC(=O)CCCn2c(SCC#N)nc3cc4c(cc3c2=O)OCO4)cc1	0
CCOC(=O)N1CCC(n2c(SCC(=O)N3CCC(C)CC3)nc3ccccc3c2=O)CC1	-1
FCCCOc1ccc(-c2nccc(-c3ccc(Br)cc3)n2)cc1	4
Cc1cc(C)cc(N(CC(=O)NC2CCC(C)CC2)S(=O)(=O)c2ccc(Br)s2)c1 (stereo unspecified)	3
CCC(C)C1(C2CCCC2)NC(=O)NC1=O (stereo unspecified)	-4
O=c1[nH][nH]c(C(F)(F)F)c1C=NCc1ccccc1Cl	0
O=C(N/N=C/c1cccc(C(F)(F)F)c1)c1cc2c(s1)-c1ccccc1CC2	0
C[C@H](CO)N1C[C@H](C)[C@@H](CN(C)C(=O)Nc2ccc(C(F)(F)F)cc2)Oc2c(NC(=O)NC3CCCCC3)cccc2C1=O	1
C=C(C)c1cccc(C(C)(C)NC(=O)Nc2ccc(Cl)cn2)c1	3
CCOc1cc(CN2CCCC(CO)(Cc3ccc(F)cc3F)C2)ccc1OC (stereo unspecified)	0
O=C(NCCO)[C@H](Cc1ccccc1)NC1(C(=O)NCCN2CCOCC2)CCCCC1	-3
CCOC(=O)[C@]12CCCC3=C1N(CCC3)C(=O)[C@@H](CC(=O)N1CCN(C(=O)c3ccco3)CC1)C2	9
Cc1cccc(C)c1NC(=O)COC(=O)c1cc[n+]([O-])cc1	2
Cc1ccc(S(=O)(=O)n2nc(C)c(Br)c2C)c(C)c1C	3
Cc1ccc(C2OC(=O)c3ccccc32)cc1 (stereo unspecified)	5
C=CCn1c(C)cc(C)c(C#N)c1=O	1
COc1ccccc1C(=O)NC1CCCCN(Cc2ccc(C)cc2)C1=O (stereo unspecified)	-2
O=C(CN1C(=O)S/C(=C/c2cccnc2)C1=O)N1CCOCC1	-2
COc1ccc(/C=C2\SC(=S)N(N3CCOCC3)C2=O)c(OC)c1	-1
N#Cc1c(-c2ccco2)ccn(Cc2ccc(F)cc2)c1=O	5
O=C(NNc1ccccc1C(F)(F)F)c1sccc1Br	1
Nc1nc2ncccc2cc1C(=O)C1=C(c2ccccc2)Cc2ccccc21	8
O=C(CN1C(=O)C2C3C=CC(C3)C2C1=O)OCC(=O)c1ccc(Br)cc1 (stereo unspecified)	-2
O=C(c1ccc(Br)s1)N1CCN(C/C=C/c2ccccc2)CC1	-1
Cc1ccc(C2(C)NC(=O)N(CC(=O)N3CC(=O)Nc4ccccc43)C2=O)cc1 (stereo unspecified)	2
O=C(O)c1ccccc1/C=N/N1CCN(C2c3ccccc3-c3ccccc32)CC1	-1
O=[N+]([O-])c1ccc2nc(NS(=O)(=O)c3ccccc3[N+](=O)[O-])sc2c1	0
O=C1CC(NC(=O)C(F)(F)F)c2cc3c(cc21)OCO3 (stereo unspecified)	2
CC[C@@]12C(=O)N(c3cccc(Br)c3)C(=O)N1[C@H](c1ccc(Br)cc1)[C@@H]1C(=O)N(C(C)(C)C)C(=O)[C@@H]12	1
(list continues)
SMILES	TbREL1 inh
COc1ccc2cc3[n+](cc2c1O)CCc1cc2c(cc1-3)OCO2	3
Cc1cc(-n2cnnn2)cc(C)c1S(=O)(=O)N(C)c1ccccc1	1
CC(C)C(C(=O)NC(C)(C)C)N1C(=O)c2ccccc2C1=O (stereo unspecified)	-2
O=C(CN1CCN(Cc2ccccc2Cl)C1=O)NCc1ccco1	2
CC1CCC(C(C)C)C(OC(=O)Cn2c(-c3ccc(Br)cc3)[n+](C)c3ccccc32)C1 (stereo unspecified)	9
CC(C)Nc1nc(NC(C)C)nc(Oc2ccc(OCc3ccccc3)nn2)n1	-5
c1cncc(CNc2ccnc(-c3ccc4c(c3)OCO4)n2)c1	1
COc1cc2c(cc1OC)C(C(=O)N1CCCCC1)C(c1ccccc1F)N(C)C2=O (stereo unspecified)	-3
CC(OC(=O)c1ccccc1O)C(=O)Nc1ccc(Cl)cn1 (stereo unspecified)	4
O=C(CN1C(=O)CSc2ncccc21)N1CCOCC1	3
CCN1C(=O)CC(C(=O)O)SC1=Nc1ccc(OC)cc1 (stereo unspecified)	0
Cc1ccc(CCNC(=O)CN(C)S(=O)(=O)c2ccc3c(c2)c(=O)n(C)c(=O)n3C)cc1	-4
COc1cccc(-c2cc3nc(C)c(C)c(N4CCN(Cc5ccco5)CC4)n3n2)c1	4
Cc1ccn2c(=O)c(NC(=O)COc3ccccc3)c(C)nc2c1	3
CCn1c(SCC(=O)NCc2ccc(F)cc2)nc2c(c1=O)SC(C)C2 (stereo unspecified)	1
CCCC1(c2ccccc2)NC(=O)N(CC(=O)N2CC(=O)Nc3ccccc32)C1=O (stereo unspecified)	3
O=C(CSc1nc(=O)n2ccccc2n1)NCc1ccccc1Cl	5
CCN(CC)S(=O)(=O)c1cccc(C(=O)N/N=C/c2ccc(N3CCOCC3)cc2)c1	-6
CC(NC(=O)C1CCCCC1)C(=O)NC1=NCCS1 (stereo unspecified)	-3
Cc1ccc(CNC(=O)CCc2c(C)nc3ncnn3c2C)cc1	3
CCN(CC)c1ccc(NC(=O)c2cc3c(C)nn(-c4ccccc4)c3s2)cc1	-7
CCC(=O)NC(Nc1cccc(C)n1)(C(F)(F)F)C(F)(F)F	-3
O=C(NC(Nc1cc(C(F)(F)F)ccc1Cl)C(=O)c1ccccc1)c1ccccc1 (stereo unspecified)	1
COc1ccccc1C(=O)N1CCN(c2nc3cc(C)c(C)cc3cc2C#N)CC1	0

Not a retest: an excerpt of the list.
SMILES	TbREL1 inh
CC[C@@]12C(=O)N(c3cccc(Br)c3)C(=O)N1[C@H](c1ccc(Br)cc1)[C@@H]1C(=O)N(C(C)(C)C)C(=O)[C@@H]12	1
COc1ccc2cc3[n+](cc2c1O)CCc1cc2c(cc1-3)OCO2	3
Cc1cc(-n2cnnn2)cc(C)c1S(=O)(=O)N(C)c1ccccc1	1
CC(C)C(C(=O)NC(C)(C)C)N1C(=O)c2ccccc2C1=O (stereo unspecified)	-2
O=C(CN1CCN(Cc2ccccc2Cl)C1=O)NCc1ccco1	2
CC1CCC(C(C)C)C(OC(=O)Cn2c(-c3ccc(Br)cc3)[n+](C)c3ccccc32)C1 (stereo unspecified)	9
CC(C)Nc1nc(NC(C)C)nc(Oc2ccc(OCc3ccccc3)nn2)n1	-5
c1cncc(CNc2ccnc(-c3ccc4c(c3)OCO4)n2)c1	1
COc1cc2c(cc1OC)C(C(=O)N1CCCCC1)C(c1ccccc1F)N(C)C2=O (stereo unspecified)	-3
CC(OC(=O)c1ccccc1O)C(=O)Nc1ccc(Cl)cn1 (stereo unspecified)	4
O=C(CN1C(=O)CSc2ncccc21)N1CCOCC1	3
CCN1C(=O)CC(C(=O)O)SC1=Nc1ccc(OC)cc1 (stereo unspecified)	0
Cc1ccc(CCNC(=O)CN(C)S(=O)(=O)c2ccc3c(c2)c(=O)n(C)c(=O)n3C)cc1	-4
COc1cccc(-c2cc3nc(C)c(C)c(N4CCN(Cc5ccco5)CC4)n3n2)c1	4
Cc1ccn2c(=O)c(NC(=O)COc3ccccc3)c(C)nc2c1	3
CCn1c(SCC(=O)NCc2ccc(F)cc2)nc2c(c1=O)SC(C)C2 (stereo unspecified)	1
CCCC1(c2ccccc2)NC(=O)N(CC(=O)N2CC(=O)Nc3ccccc32)C1=O (stereo unspecified)	3
O=C(CSc1nc(=O)n2ccccc2n1)NCc1ccccc1Cl	5
CCN(CC)S(=O)(=O)c1cccc(C(=O)N/N=C/c2ccc(N3CCOCC3)cc2)c1	-6
CC(NC(=O)C1CCCCC1)C(=O)NC1=NCCS1 (stereo unspecified)	-3
Cc1ccc(CNC(=O)CCc2c(C)nc3ncnn3c2C)cc1	3
CCN(CC)c1ccc(NC(=O)c2cc3c(C)nn(-c4ccccc4)c3s2)cc1	-7

Next part
SMILES	TbREL1 inh
O=C(NCCN1CCOCC1)C(=O)c1c[nH]c2ccccc12	0
Cc1cc(C)n(C2=NS(=O)(=O)c3ccccc32)n1	3
COc1ccc(CCNC(=O)CCc2nc3sc4c(c3c(=O)[nH]2)CCCC4)cc1	1
CC(=O)Nc1nc(SCc2ccc(Cl)cc2Cl)n[nH]1	2
CC(C)(C)N1CC2(c3ccccc3)CN(C(C)(C)C)CC(c3ccccc3)(C1)C2=O	6
Cc1cc(C(=O)O)cc(S(=O)(=O)N2CCOCC2)c1C	0
O=C(Nc1ccccc1[N+](=O)[O-])c1cc2ccccc2nc1Cl	4
CC(=O)Nc1cc(C(=O)N2CCCC2)ccc1S(=O)(=O)c1ccc(Cl)cc1	1
C=CCn1c(SCc2cc(=O)n3cc(C)ccc3n2)nnc1-c1cccc(C)c1	-1
Cc1ccc(NC(=O)Cn2nnc(C(=O)NCc3ccc(Cl)cc3)c2N)cc1F	6
COc1ccc2c(c1)CCCC2NS(=O)(=O)OCC(Cl)(Cl)Cl (stereo unspecified)	5
CCCC(=O)NC(c1ccc(N(C)C)cc1)c1c(O)ccc2ccccc12 (stereo unspecified)	-3
CC(=O)Nc1ccc(NC(=O)C(C)OC(=O)C2CC(=O)N(CCc3ccccc3)C2)cc1 (stereo unspecified)	3
C[C@H](CO)N1C[C@H](C)[C@@H](CN(C)S(C)(=O)=O)Oc2c(NC(=O)c3ccncc3)cccc2C1=O	1
COc1ccccc1NC(=O)C1CCCN(C(=O)NCc2ccccc2)C1 (stereo unspecified)	-1
CC(C)n1nnnc1C1c2ccccc2C(=O)N1CCc1c[nH]c2ccccc12 (stereo unspecified)	2
CN(C)c1ccc(-c2ccnc3c2CC(C)(C(=O)Nc2cccc(Oc4ccccc4)c2)O3)cc1 (stereo unspecified)	3
O=C(Nc1c(C(=O)N2CCCCC2)cnn1-c1ccccc1)c1ccccc1	1
O=C(COC(=O)c1ccccc1)NC(=O)NC1CCCC1	1
O=C(Nc1ccccc1)N(O)c1ccc(Cl)cc1	-2
CC(C)(C)C1=Nn2c(nnc2-c2n[nH]c3c2CCC3)SC1	-2
COc1ccc(-n2c(C)cc(C(=O)COC(=O)Cn3cnc4ccccc43)c2C)cc1	-7
Cn1c(=O)cc(OCC(=O)N2CCN(c3ccc(F)cc3)CC2)c2ccccc21	-1
Cc1cc([N+](=O)[O-])c2[nH]c(C(=O)N/N=C/c3ccccc3C(=O)O)c(-c3ccccc3)c2c1	1
CCOc1ncccc1C(=O)NNC(=O)c1ccccc1-n1cccc1	-1
Cc1ccc(CNC(=O)CC(C)S(=O)(=O)c2cc3c(cc2C)NC(=O)CO3)cc1 (stereo unspecified)	0
O=C(O)CCS(=O)(=O)c1ccccc1Cl	0
O=P(c1ccccc1)(c1ccccc1)c1nc(-c2ccccc2)oc1NCc1ccccc1	0
Cn1c(=O)c(C(=O)CCl)c(N)n(Cc2ccccc2)c1=O	3
CC(OC(=O)c1cc(=O)c2ccccc2o1)C(=O)c1ccccc1 (stereo unspecified)	3
CCOc1ccc(-n2c(SCC(=O)Nc3ccccc3-c3ccccc3)nnc2-c2ccccc2)cc1	-1
O=C(Nc1cccc(C(F)(F)F)c1)C(SCCO)c1ccccc1 (stereo unspecified)	0
CCCC(NS(=O)(=O)c1ccc(C)cc1)C(=O)O (stereo unspecified)	-1
COC(=O)CN1C(=O)C(O)(CC(=O)c2ccc(Cl)cc2)c2ccccc21 (stereo unspecified)	1

Only part of the results is shown; the hit share may differ from the screen's.
